From PubChem BioAssay
SKN-1 inh: C. elegans SKN-1 inhibition. 0.49% of 360,000 active. C. elegans VP596 Pgst-4::GFP/RFP ratio, acrylamide-induced, 24 h. inhibition, % at 21.8 µM;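 active means interference check ratio from 0.5 to 1.5 plus GFP to RFP signal ratio inhibition reaching or exceeding a fixed threshold, cut at about 30% in these data, passing the limit was not always enough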; further: some compounds called inactive have numbers as strong as hits
bovine MsrA act: activates bovine MsrA enzyme; purified bovine MsrA, absorbance read-out; activation, % at 10.6 µM; 0.3% of 360,000 active; in the data active means activation above about 7.5%;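 further: 0% = vehicle and 100% = reference activator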
MT1-MMP act inh: blocks activation of human MT1-MMP; HT1080 RFP-PRO-GFP cells, GFP/RFP ratio fluorescence, overnight; percent of plate control window, DMSO zero; AID 651647; 0.061% of 360,000 active; GFP/RFP ratio change, % at 20 µM;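 active means GFP/RFP ratio change of at least 30% with cell ATP level not reduced by more than half and red fluorescence within 50% of control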; further: strong numbers were not always called active
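Test system: HT1080 RFP-PRO-GFP cells; Benchmarks: DMSO and RFP-L50D-GFP cell wells; Timing: cells overnight before dosing, compound overnight, 37 °C, 5% CO2; Compound: one 20 µM compound dose with 1% DMSO; Read-out: GFP/RFP fluorescence ratio.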
Rin1 Abl inh: blocks binding of human Rin1 to Abl; P00519+Q13671; inhibition, % at 7.35 µM; 0.4% of 360,000 active; TR-FRET Rin1/Abl binding, biochemical; in the data active means inhibition above about 5%, passing the limit was not always enough
E coli Lon inh: inhibitors of E. coli Lon protease; 0.42% of 360,000 active; inhibition, % at 7.94 µM; P0A9M0; purified E. coli Lon protease, fluorescence polarization; in the data active means inhibition above about 13%, passing the limit was not always enough;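 further: 0% = enzyme with probe and DMSO and 100% = no enzyme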
FAS TE block: inhibitors of human fatty acid synthase thioesterase domain. recombinant FAS-TE, OMFH fluorogenic substrate, fluorescence endpoint. inhibition, % at 15 µM. 0.67% of 360,000 active. AID 602261;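 active means compounds whose normalised, plate-corrected inhibition of enzyme fluorescence in the single-dose primary screen is 50% or more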;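 further: 0% = DMSO with enzyme and 100% = substrate without enzyme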
NRP1-CendR mod: modulators of CendR peptide binding to human neuropilin-1 | O14786 | FAM-RPARPAR peptide binding to NRP-1, fluorescence polarization | inhibition, % at 25 µM | 0.85% of 360,000 active | AID 602438;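 active means inhibition or corrected inhibition above about 18%, plus a signal ratio from 0.5 to 1.5, limit read from the data, passing the limit was not always enough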; further: strong numbers were not always called active
Neddyl block: cullin neddylation inhibition. P61081+Q13564. TR-FRET cullin neddylation, biochemical. calls only at 25 µM. 0.58% of 360,000 active; in the data active means inhibition above about 36%
MsrA inh: inhibitors of bovine MsrA | AID 651718 | inhibition, % at 15.5 µM | 0.75% of 360,000 active | purified bovine MsrA, absorbance read-out; in the data active means inhibition above about 4.5%;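 further: 0% = vehicle wells with enzyme and 100% = reference inhibitor wells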
Starred values were filed as active, the others as inactive; i = inactive; / = no result given; & = joins results of further samples.

| smiles | SKN-1 inh | bovine MsrA act | MT1-MMP act inh | Rin1 Abl inh | E coli Lon inh | FAS TE block | NRP1-CendR mod | Neddyl block | MsrA inh |
| --- | --- | --- | --- | --- | --- | --- | --- | --- | --- |
| CCCCNC(=S)N(C)/N=C/c1ccc(OCc2ccc(C(=O)OC)cc2)c(OC)c1 | -4 | -3 | 3 | 3 | 7 | 39 | 12 | i | -0.7 |
| CC(C)C[C@@H](CN1CCC[C@H]1CN1C(=O)C(=O)NC[C@@H]1Cc1ccccc1)N1C[C@H](Cc2ccccc2)N(CCc2ccccc2)C(=O)C1=O | 1 | -2 | 7 | / | -10 | 9 | -5 | i | -1.7 |
| O=C(O)Cc1sc(Nc2ccccc2)nc1-c1ccc(Cl)cc1 | -3 | -4 | -3 | 0 | -16 | 5 | -5 | i | 1.6 |
| CCCCn1c(N)c(N(CCC(C)C)C(=O)CSc2nnc(Nc3ccccc3)s2)c(=O)[nH]c1=O | -1 | -2 | -5 | 2 | -2 | -10 | -10 | i | 0.6 |
| N#CC(c1ccc(Cl)nn1)c1ccccc1Cl (centres undefined) | -14 | -3 | -5 | 2 | 3 | -2 | 6 | i | 1.1 |
| Cc1cc(C)c[n+](-c2[nH]c(=O)sc2/C=N/NC([S-])=Nc2ccccc2)c1 | -15 | -3 | -84 | -2 | 70* | -18 | 47* | i | 4.9* |
| CSc1ccccc1C(=O)C1CCCN(C(=O)c2cc(C(C)C)no2)C1 (centres undefined) | 3 | -1 | -3 | 5 | -4 | 2 | 10 | i | 0.4 |
| COc1ccccc1-c1noc2ncnc(Nc3cccc(C)c3C)c12 | -6 | -1 | 2 | 0 | 1 | 8 | -8 | i | 0.9 |
| Cc1[nH]c2ccccc2c(=O)c1CN1CCCCC1 | -6 | -6 | -7 | -6 | 6 | -6 | 1 | i | 1.6 |
| Cc1nnc2n(c1=O)N=C(c1ccc(Cl)cc1)CS2 | -1 | -8 | 5 | 0 | -1 | -7 | 0 | i | 2.2 |
| Cc1cc(N2C(=O)C(O)=C(C(=O)c3ccco3)C2c2ccc(Cl)cc2)no1 (centres undefined) | -1 | -3 | 1 | -1 | -12 | 3 | 13 | i | 2.0 |
| Cc1ccc(Nc2nc3ccccc3c(=O)s2)cc1C | -8 | -7 | 1 | 0 | -6 | -11 | 13 | i | 0.4 |
| Cn1c(NC(=O)c2ccc(F)cc2)c(-c2cccs2)c(=O)c2ccccc21 | -1 | -3 | -5 | 1 | -2 | -6 | 8 | i | 1.4 |
| CN(CC(=O)Nc1ccc(Cl)cc1)C(=O)CNC(=O)c1cccs1 | -2 | -5 | -1 | 2 | -23 | -7 | -6 | i | -0.2 |
| Cc1cc(NC(=O)c2ccc(-c3ccccc3[N+](=O)[O-])o2)no1 | -5 | -3 | 1 | 0 | -6 | 5 | -2 | i | 0.4 |
| CN(C)c1ccc(/C=C(\NC(=O)c2ccccc2)C(=O)NCCN2CCOCC2)cc1 | 19 | -4 | -4 | -2 | -198 | 1 | -14 | i | 5.3* |
| CCOc1ccc(OCC(=O)OCn2c(SC)nnc(C)c2=O)cc1 | -7 | -10 | 4 | 0 | 6 | -7 | -2 | i | 0.1 |
| Cc1ccc(C(=O)OCC(=O)N(CC(C)C)c2c(N)n(Cc3ccccc3)c(=O)[nH]c2=O)o1 | 1 | -1 | -1 | 2 | -3 | -10 | -8 | i | -0.3 |
| Cc1cc(C)c2c(-n3cccc3)c(NC(=O)OCc3ccccc3)sc2n1 | 39* | -2 | 0 | -2 | -2 | 18 | 1 | i | 0.2 |
| CC(=O)NCN1CCN(CNC(C)=O)CC1 | 7 | 0 | 7 | -1 | -10 | -6 | -17 | i | -0.8 |
| Cc1ccc(C(=O)Nc2cccc(NC(=O)c3cccnc3)c2)cc1 | 19 | -1 | 0 | 0 | -4 | -5 | 2 | i | -1.4 |
| CC(C)N(Cc1ccccc1)S(=O)(=O)c1cccs1 | 4 | -5 | 0 | -1 | -1 | 9 | 6 | i | 0.1 |
| COc1ccc(C)cc1N(C(=O)c1ccccc1F)c1nc2ccccc2s1 | 6 | 13* | -14 | 0 | -7 | 29 | -6 | i | 0.0 |
| CC1CC(C)CN(c2ccc(S(=O)(=O)N3CCOCC3)cc2)C1 (centres undefined) | -5 | -4 | 1 | 2 | 5 | 11 | 22* | i | 1.9 |
| COC(=O)c1cc2ccccn2c2c(C(=O)OC)c(C(=O)OC)cc1-2 | 11 | 3 | 15 | -22 | 0 | -4 | 4 | i | 1.1 |
| COc1ccc(NC(=O)C2CCCN2S(=O)(=O)c2ccc3c(c2)CCC(=O)N3)cc1Cl (centres undefined) | 5 | -3 | 2 | -1 | 2 | -1 | 0 | i | -0.3 |
| COc1ccc(C(=O)CSc2nnn(-c3cccc(NC(C)=O)c3)n2)cc1 | 6 | -2 | -1 | 0 | -1 | -1 | -3 | i | 2.1 |
| CCCCN(C(=O)c1ccc(S(=O)(=O)N2CCC(C)CC2)cc1)C1CCS(=O)(=O)C1 (centres undefined) | 22 | -3 | 1 | 3 | -7 | -2 | 5 | i | -0.1 |
| Cc1ccc(S(=O)(=O)NCCC(=O)Nc2ccc(C)c(Cl)c2)cc1C | 15 | -1 | 4 | -2 | 1 | 10 | -9 | i | 1.3 |
| CN(C)CCCNC(=O)CC(c1ccc(F)cc1)c1ccco1 (centres undefined) | -1 | -3 | -1 | -2 | -9 | -4 | 3 | i | -0.9 |
| Cc1ccc(NC(=O)CNC(=O)CC23CC4CC(CC(C4)C2)C3)c(O)c1 | 14 | -3 | -1 | 2 | -1 | 3 | 1 | i | 1.4 |
| Brc1cccc(CNc2nc3ccccc3n2CCN2CCOCC2)c1 | 9 | -3 | 2 | 0 | -2 | 2 | 21 | i | 2.4 |

The listing continues.
Below each compound – SKN-1 inh | bovine MsrA act | MT1-MMP act inh | Rin1 Abl inh | E coli Lon inh | FAS TE block | NRP1-CendR mod | Neddyl block | MsrA inh
COc1ccccc1NC(=O)c1oc2ccccc2c1NC(=O)c1ccco1
→ 12 | -3 | 1 | -4 | -4 | 21 | -20 | i | -0.6
CN1CCN(NC(=O)/C=C/c2ccc(C(C)(C)C)cc2)CC1
→ 12 | 5 | 0 | -2 | -1 | 0 | 14 | i | -0.8
O=C(NNC(=O)C1CCN(C(=O)Nc2ccccc2)CC1)c1ccc([N+](=O)[O-])cc1
→ 7 | -7 | 4 | 0 | 10 | 2 | -3 | i | 0.5
CCOc1ccc(N2C(=O)/C(=C\c3ccccc3OC)S(=O)(=O)C2c2cccc([N+](=O)[O-])c2)cc1 (centres undefined)
→ 19 | -1 | 2 | -2 | 5 | -4 | 10 | i | 0.3
O=C(NNc1nc(-c2ccccc2)cs1)c1cccs1
→ -16 | -2 | 9 | 0 | -1 | -10 | 3 | i | -0.1
O=C(Nc1ccc(S(=O)(=O)N2CCOCC2)cc1)c1ccc([N+](=O)[O-])cc1Cl
→ 13 | -7 | -4 | 1 | 1 | 2 | 5 | i | -0.2
COc1cc(NC(=S)NCc2ccco2)c(OC)cc1Cl
→ 2 | -2 | 0 | -2 | 5 | -12 | -9 | i | -0.4
COc1ccc2[nH]c(=O)c(CN(Cc3cccs3)S(=O)(=O)c3cccc4nsnc34)cc2c1
→ 0 | -4 | -36 | 0 | -1 | 11 | 2 | i | 0.0
C=CCN1C(C(=O)c2ccccc2)=C(OC(=O)COc2ccccc2)c2ccccc2S1(=O)=O
→ 12 | -2 | -2 | -2 | -5 | -2 | -6 | i | 2.4
CCCN1Cc2cccc(C(N)=O)c2C1=O
→ -19 | -3 | -2 | -1 | -5 | -10 | 49* | i | -0.8
Nc1nc2ncccc2cc1C(=O)NC1CCCCC1
→ -5 | -3 | 3 | / | 4 | -8 | 4 | / | 1.0
OCCC1CN(Cc2cn[nH]c2C2CCCCC2)CCN1C1CCCC1 (centres undefined)
→ 6 | 4 | -3 | 0 | 5 | -2 | 8 | i | 1.4
CC(C)c1ccccc1OCCNS(C)(=O)=O
→ 6 | 0 | 3 | -1 | 0 | -3 | 22 | i | 1.1
CCN1C(=O)[C@H]2[C@@H](c3ccc(-c4ccccc4)cc3)N[C@@](C)(C(=O)OC)[C@H]2C1=O
→ 12 | -3 | 1 | 4 | 6 | -3 | 13 | i | 0.2
CCOc1ccc(CCNC(=O)CN2C(=O)NC3(CCCC3)C2=O)cc1OCC
→ -8 | -1 | -2 | 2 | -4 | -5 | 1 | i | 0.6
N=c1c2c(ncn1CCN1CCOCC1)Oc1ccc3ccccc3c1C2c1ccccc1 (centres undefined)
→ -3 | -3 | 13 | 2 | -8 | 8 | -2 | i | 0.3
Brc1nc(-c2ccccc2)nc(-c2ccccc2)c1Br
→ -9 | -1 | -4 | 2 | -6 | 20 | -1 | i | -1.6
COc1cc(NC(=O)c2cc(C)on2)cc(C(=O)Nc2cccc(C(F)(F)F)c2)c1
→ 2&16 | -2&-2 | 5&5 | 5&1 | 2&-2 | 23&27 | 2&-10 | i | -0.2&1.0
Cc1cc(C)nc(NC2=NCC(=O)N2c2ccc(F)c(Cl)c2)n1
→ 8 | 0 | 2 | -1 | -2 | 0 | 7 | i | 3.3
CCC(C)(C)NC(=O)C1CCN(c2nc(C)cc(C)n2)CC1
→ -9 | -13 | 18 | 0 | 0 | -9 | 3 | i | 2.0
COc1cc(C(C)=O)ccc1OCC(=O)Nc1cc(S(=O)(=O)N2CCOCC2)ccc1N1CCCC1
→ 4 | 1 | 0 | 3 | 2 | -2 | -5 | i | 0.3
O=S(=O)(NCc1cc(-c2ccc(Cl)cc2)no1)c1ccc(Cl)cc1
→ -12 | -3 | 3 | 6 | -7 | 10 | -1 | i | 0.5
C[C@]12CCC(=O)C=C1CC[C@@H]1[C@@H]2[C@@H](O)C[C@@]2(C)[C@H]1CC[C@]2(O)C(=O)CO
→ -8&9 | 1&-2 | -2&0 | -5&-2 | -4&-1 | -4&0 | -9&-8 | i | -1.1&-0.9
CC12CC(NC(=O)N1Cc1ccccc1)c1ccccc1O2 (centres undefined)
→ -9 | -6 | 2 | 0 | 4 | -10 | -16 | i | 0.0

As a working copy, some entries already given.
Below each compound – SKN-1 inh | bovine MsrA act | MT1-MMP act inh | Rin1 Abl inh | E coli Lon inh | FAS TE block | NRP1-CendR mod | Neddyl block | MsrA inh
CCCCNC(=S)N(C)/N=C/c1ccc(OCc2ccc(C(=O)OC)cc2)c(OC)c1
→ -4 | -3 | 3 | 3 | 7 | 39 | 12 | i | -0.7
CC(C)C[C@@H](CN1CCC[C@H]1CN1C(=O)C(=O)NC[C@@H]1Cc1ccccc1)N1C[C@H](Cc2ccccc2)N(CCc2ccccc2)C(=O)C1=O
→ 1 | -2 | 7 | / | -10 | 9 | -5 | i | -1.7
O=C(O)Cc1sc(Nc2ccccc2)nc1-c1ccc(Cl)cc1
→ -3 | -4 | -3 | 0 | -16 | 5 | -5 | i | 1.6
CCCCn1c(N)c(N(CCC(C)C)C(=O)CSc2nnc(Nc3ccccc3)s2)c(=O)[nH]c1=O
→ -1 | -2 | -5 | 2 | -2 | -10 | -10 | i | 0.6
N#CC(c1ccc(Cl)nn1)c1ccccc1Cl (centres undefined)
→ -14 | -3 | -5 | 2 | 3 | -2 | 6 | i | 1.1
Cc1cc(C)c[n+](-c2[nH]c(=O)sc2/C=N/NC([S-])=Nc2ccccc2)c1
→ -15 | -3 | -84 | -2 | 70* | -18 | 47* | i | 4.9*
CSc1ccccc1C(=O)C1CCCN(C(=O)c2cc(C(C)C)no2)C1 (centres undefined)
→ 3 | -1 | -3 | 5 | -4 | 2 | 10 | i | 0.4
COc1ccccc1-c1noc2ncnc(Nc3cccc(C)c3C)c12
→ -6 | -1 | 2 | 0 | 1 | 8 | -8 | i | 0.9
Cc1[nH]c2ccccc2c(=O)c1CN1CCCCC1
→ -6 | -6 | -7 | -6 | 6 | -6 | 1 | i | 1.6
Cc1nnc2n(c1=O)N=C(c1ccc(Cl)cc1)CS2
→ -1 | -8 | 5 | 0 | -1 | -7 | 0 | i | 2.2
Cc1cc(N2C(=O)C(O)=C(C(=O)c3ccco3)C2c2ccc(Cl)cc2)no1 (centres undefined)
→ -1 | -3 | 1 | -1 | -12 | 3 | 13 | i | 2.0
